# M5 ag: human M5 muscarinic receptor agonists, primary screen, CHO-K1 cells, Fluo-8 calcium fluorescence; CHO-K1 hM5 cells; 0% DMSO wells, 100% maximal acetylcholine response; Muscarinic acetylcholine receptor M5 (Homo sapiens), P08912; actives 0.19% (n = 360,000); activation, % at 3 µM;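 active means activation above the run's mean over test compounds plus 3 SD, cut at about 23% in these data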;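 further: signal is peak over basal fluorescence ratio across the kinetic read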
# Target sequence (P08912 whole entry, looked up): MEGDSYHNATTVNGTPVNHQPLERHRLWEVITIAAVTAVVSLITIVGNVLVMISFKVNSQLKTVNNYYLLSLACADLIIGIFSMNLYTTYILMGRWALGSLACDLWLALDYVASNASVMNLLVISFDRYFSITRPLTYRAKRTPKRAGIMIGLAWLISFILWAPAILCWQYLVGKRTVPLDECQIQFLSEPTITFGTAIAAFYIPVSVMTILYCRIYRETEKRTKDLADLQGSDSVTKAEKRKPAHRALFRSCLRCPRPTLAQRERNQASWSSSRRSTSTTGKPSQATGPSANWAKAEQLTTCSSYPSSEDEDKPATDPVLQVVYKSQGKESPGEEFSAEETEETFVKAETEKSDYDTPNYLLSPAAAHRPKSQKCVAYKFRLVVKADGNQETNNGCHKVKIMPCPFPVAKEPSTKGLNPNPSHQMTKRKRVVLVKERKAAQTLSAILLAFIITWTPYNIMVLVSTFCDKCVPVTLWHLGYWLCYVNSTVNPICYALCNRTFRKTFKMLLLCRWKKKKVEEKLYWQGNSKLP
# TAAR1 antagonist: human TAAR1 antagonists, primary screen, Fluo-8 calcium fluorescence, CHO RD-HGA16 cells; Trace amine-associated receptor 1 (Homo sapiens), Q96RJ0; antagonist; inhibition, % at 3 µM; actives 1.5% (n = 360,000);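 active means inhibition above a per-plate cutoff, the mean inhibition of test compounds on that plate plus 3 SD, cut at about 49% in these data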;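 further: 0% = DMSO plus EC80 beta-PEA response and 100% = DMSO alone without agonist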
#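 Test system – hTAAR1-expressing CHO RD-HGA16 cells, Gα16-coupled · Reagent – β-PEA at EC80 concentration, post-compound challenge · Compound dosing – 3 µM, single point · Timing – 140 s kinetic read after compound, 140 s after agonist · Detection – Fluo-8 intracellular calcium dye fluorescence, real-time kinetic reads · Control set – DMSO and EC80 PEA controls · Repeats – n of 1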
# CRFR2-BP ag: agonists of CRF-BP/CRF-R2 complex, primary screen, cell-based, HEK293, calcium dye fluorescence, uHTS; AID 588473, 2011; actives 0.46% (n = 350,000); CRF-binding protein / CRF receptor 2 complex (human); calcium dye fluorescence (FLIPR); percent of saturating CRF peptide response; activation, % at 13.2 µM;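 active means activation of at least 50%, plus an integration ratio under a set limit after plate pattern correction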;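 further: plate controls were neutral control wells without compound for no effect and CRF at EC100 for full effect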
# TAAR1 agonist: human TAAR1 agonists, primary screen, Fluo-8 calcium fluorescence, CHO RD-HGA16 cells; Trace amine-associated receptor 1 (Homo sapiens), Q96RJ0; vehicle wells 0%, saturating PEA agonist 100%; activation, % at 3 µM; actives 0.99% (n = 360,000); AID 624467, 2012;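 active means activation above the mean activation of all test compounds in the run plus 3 SD, cut at about 38% in these data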
#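 Assay system – CHO-derived RD-HGA16 cells with stable Gα16 and human TAAR1 · Compound dosing – one-point dosing at 3 µM (nominal) · Incubation – 17-24 h seeding, 75 min 37 °C dye, 30 min RT · Measured by – kinetic Fluo-8 calcium fluorescence · Control set – DMSO vehicle as 0%, PEA at EC100 as 100% · Repeats – single well for each compound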
# M5 PAM: human M5 muscarinic receptor positive allosteric modulators, primary screen, CHO-K1 cells, Fluo-8 calcium fluorescence. Muscarinic acetylcholine receptor M5 (Homo sapiens), P08912. CHO-K1 hM5, ACh EC20 PAM; 0% = ACh EC20, 100% = ACh EC100. activation, % at 3 µM. actives 0.3% (n = 360,000). AID 624038, 2012;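 active means activation above the run cutoff, the mean activation of all test compounds plus 3 SD, cut at about 18% in these data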
#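 Assay system: CHO-K1 hM5 cells. Also added: acetylcholine at EC20 concentration, added after compound. Dosing: 3 µM, single dose. Times: compound preincubation 140 s before EC20 acetylcholine addition. Signal: Fluo-8 calcium fluorescence. Measure: % activation relative to EC20 and EC100 ACh responses. Repeats: singlicate, one well per test compound.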
# CHRM4 PAM: human M4 muscarinic receptor positive allosteric modulators, primary screen, CHO-K1 cells, Fluo-8 calcium fluorescence; actives 0.4% (n = 360,000); activation, % at 3 µM; CHO-K1 hM4/Gqi5, ACh EC20; 0% = ACh EC20, 100% = maximal ACh;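 active means activation above its plate's cutoff, the mean activation of sample wells plus 3 SD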; further: some results filed as inactive read as strong as hits
# Target sequence (P08173 whole entry, looked up): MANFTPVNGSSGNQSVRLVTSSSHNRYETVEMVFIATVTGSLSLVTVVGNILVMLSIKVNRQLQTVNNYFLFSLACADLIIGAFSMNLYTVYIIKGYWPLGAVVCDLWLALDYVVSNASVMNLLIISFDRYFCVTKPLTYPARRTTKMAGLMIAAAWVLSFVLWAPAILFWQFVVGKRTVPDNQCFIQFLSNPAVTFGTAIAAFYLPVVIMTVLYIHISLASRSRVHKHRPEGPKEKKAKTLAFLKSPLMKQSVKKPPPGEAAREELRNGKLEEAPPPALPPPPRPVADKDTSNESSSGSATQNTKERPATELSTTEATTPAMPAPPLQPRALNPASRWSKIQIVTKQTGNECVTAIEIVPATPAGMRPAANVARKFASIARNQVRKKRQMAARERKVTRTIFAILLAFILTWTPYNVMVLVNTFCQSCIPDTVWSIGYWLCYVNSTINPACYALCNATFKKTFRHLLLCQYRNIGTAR
# CHRM5 antagonist: human M5 muscarinic receptor antagonists, primary screen, CHO cells, Fluo-8 calcium fluorescence; Muscarinic acetylcholine receptor M5 (Homo sapiens), P08912; inhibition, % at 3 µM; CHO-hM5 cells, ACh EC80; actives 0.59% (n = 360,000);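 active means inhibition above a per-plate cutoff, the mean of that plate's test compounds plus 3 SD, cut at about 27% in these data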;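 further: 0% = acetylcholine EC80 with DMSO and 100% = DMSO without agonist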
# CRFBP-R2 block: antagonists of CRF-BP/CRF-R2 complex, primary screen, cell-based, HEK293, calcium dye fluorescence, uHTS. CRF-induced calcium fluorescence. inhibition, % at 11.8 µM. actives 0.59% (n = 350,000). AID 588475, 2011;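 active means inhibition of the ligand-induced calcium signal above about 50% at the single tested concentration, limit read from the data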
# CHO-K1 Ca PAM: nonselective calcium activators in parental CHO-K1 cells, primary screen, counter-screen for M1 PAM project, cell-based, Fluo-8 calcium fluorescence, full deck, 1536-well. ATP EC20; 0% at ATP EC20, 100% at ATP max. activation, % at 3 µM. actives 0.02% (n = 360,000);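 active means activation above the run cutoff, the mean activation of all test compounds plus 3 SD, cut at about 40% in these data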;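 further: peak over basal fluorescence ratio in a 140 s read after ATP addition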
# Numbers without * were called inactive; / = no result given.
SMILES,M5 ag,TAAR1 antagonist,CRFR2-BP ag,TAAR1 agonist,M5 PAM,CHRM4 PAM,CHRM5 antagonist,CRFBP-R2 block,CHO-K1 Ca PAM
CCn1nnc(NC(=O)c2cc(Cl)c(OC)c(Cl)c2)n1,-1.4,6.2,2.3,5.9,-2.2,0.2,-2.5,-22.0,10.4
O=C(NC1CCCC1)c1cc(-c2cccc(Cl)c2)on1,-2.2,-9.1,-0.6,7.8,6.0,1.2,-3.1,-8.2,10.5
COC(=O)c1cccc(C(=O)Nc2ccc(C)cc2)n1,0.1,-2.4,-0.4,-0.9,-1.8,-0.7,2.7,0.9,14.6
C/C(=N\Nc1ccc([N+](=O)[O-])cc1[N+](=O)[O-])c1ccc(-n2nncc2C(C)(C)C)cc1,-0.1,-11.4,-1.3,0.5,-1.4,-2.7,3.6,-2.9,26.9
CC1(C)CC2(C)OC(=N)C1(C#N)C2(C#N)C#N (centres undefined),0.1,-1.6,-1.1,1.3,11.5,9.9,-2.4,-9.1,5.6
O=C(Oc1c(CN2CCOCC2)cc(Cl)c2cccnc12)c1ccccc1Cl,-13.8,6.3,-1.9,-1.4,4.3,4.9,8.1,-14.0,27.0
O=C1C(=Nc2cccc(Cl)c2)CC(c2ccc(Cl)cc2)N1c1cccc(Cl)c1 (centres undefined),1.8,-10.3,0.6,3.2,-3.4,-0.5,8.8,19.1,-18.9
O=c1c2ccccc2ncn1-c1ccccc1[N+](=O)[O-],0.0,-6.2,-0.9,1.1,-2.0,0.4,5.1,2.5,23.2
CCOC(=O)Nc1ccc(S(=O)(=O)NCc2ccccc2)cc1,9.4,-4.0,-0.1,10.2,-7.4,-6.2,7.5,6.8,7.5
COc1ccc(Cl)cc1NC(=O)CN(C)C(=O)c1ccc(C)s1,3.0,-12.3,0.3,2.6,4.7,9.4,2.1,-3.0,4.7
Cc1cc2oc(C(=O)N(Cc3cccs3)C3CCS(=O)(=O)C3)cc(=O)c2cc1Cl (centres undefined),-3.8,-28.7,0.2,1.3,4.6,-2.3,-0.5,-0.6,17.2
O=C(COc1coc(CN2CCc3ccccc3C2)cc1=O)Nc1ccccc1F,-0.2,-2.4,-0.8,0.2,6.1,12.6,-0.5,8.4,-10.5
Nn1c(SCc2nc3ccccc3[nH]2)nnc1-c1cccnc1,0.2,-3.9,-1.2,3.9,-3.1,-2.4,-2.3,-10.4,17.1
COc1cccc(-c2nc3cc(C)ccc3o2)c1,-7.7,-3.9,-2.1,13.1,8.1,-3.0,-8.3,-27.2,6.2
CCCCc1c(-c2ccccc2OC)ncn1Cc1ccc(-c2ccccc2)cc1,1.7,17.9,/,7.7,-11.5,-0.3,9.2,/,14.6
CCc1nc2ccc(C(=O)N3CCN(S(=O)(=O)CC)CC3)cn2c1N(CC)CCOC,0.7,-23.6,/,2.2,4.2,6.0,0.7,/,6.7
CCOC(=O)Cc1csc(NC(=O)/C=C\c2ccccc2)n1,-1.6,10.3,-0.6,2.7,-7.6,-3.5,14.9,-11.2,-2.7
Cc1cccc(C(=O)O/N=C(\c2ccccc2)c2cccnc2)c1,-3.1,24.5,-0.6,0.6,-7.0,-2.7,7.7,12.5,12.4
Cc1ccc(CNC(=O)c2ccc3c(c2)NC(=O)C(N2CCOCC2)S3)cc1 (centres undefined),-0.5,-16.2,-1.5,4.5,-0.2,3.3,8.4,-16.5,1.4
CNC(=S)/N=C/NOCc1ccc(Cl)cc1Cl,2.4,22.1,11.6,8.6,-14.8,-9.7,19.8,21.9,10.7
C=CCN1C(=O)CN=C1Nc1cc(C)ccc1C,-5.2,-4.4,-0.3,19.4,-0.2,-1.2,-4.8,14.0,7.8
CCN1C[C@@H]2[C@@H]3C(=O)N(Cc4ccccc4)C(=O)[C@@H]3[C@](CC)(C1=O)N2C(=O)c1ccc(Cl)c(Cl)c1,1.7,/,4.4,/,-10.6,-2.7,10.3,-3.5,5.8
CN(C)C(=O)c1ccccc1Sc1cc(Cl)ccc1Cl,-3.2,-0.2,-2.6,1.1,-2.8,-0.7,-7.7,6.6,10.3
O=C(c1ccccc1Sc1ccc([N+](=O)[O-])cc1Cl)N1CCOCC1,-1.9,-10.1,-1.8,2.8,-1.5,-3.8,2.6,-10.1,5.7
Cc1cc(NC(=O)CSc2nnc(C3CC3)n2-c2ccccc2)no1,-0.1,13.7,-0.2,0.3,-10.2,-1.1,17.6,-6.9,11.3
# Carrying on.
SMILES,M5 ag,TAAR1 antagonist,CRFR2-BP ag,TAAR1 agonist,M5 PAM,CHRM4 PAM,CHRM5 antagonist,CRFBP-R2 block,CHO-K1 Ca PAM
O=C(CCCN1C(=O)S/C(=C/C=C/c2ccccc2)C1=O)Nc1ccc(C(=O)O)cc1,-4.1,-15.1,-1.5,1.6,-1.5,7.1,2.5,5.4,4.9
CC(=O)N1CCC(=NNc2ncc(C(F)(F)F)cc2Cl)CC1,-2.7,14.2,-1.9,13.4,0.7,-3.6,4.1,14.5,6.5
O=Nc1c(-c2ccccc2)n(O)[n+]([O-])c1-c1ccccc1,-0.3,-11.5,-0.5,4.5,0.5,1.9,18.9,3.1,6.8
C=CCSC1=N/C(=C\c2cc(OCC)c(OC(C)=O)c([N+](=O)[O-])c2)C(=O)S1,-0.9,-3.6,-1.3,-0.6,1.9,-4.6,-1.2,53.4*,-0.1
COc1ccc(Br)cc1S(=O)(=O)NCCc1cccs1,0.0,9.4,0.9,14.8,-1.5,-0.1,0.5,-11.3,6.5
COC(=O)CN1C(CN2CCOCC2)=Nc2ccc(Br)cc2C1c1ccccc1 (centres undefined),-1.1,10.7,-1.5,10.7,2.8,-10.7,6.1,-11.3,-9.6
O=C(NCc1cccnc1)C1CCC(CNS(=O)(=O)c2cccc3nsnc23)CC1 (centres undefined),-9.9,0.1,1.7,4.0,3.6,-25.8,2.2,-2.1,-3.0
Cc1ccc(OCC(=O)Nc2ccc(C(=O)O)cc2NC(=O)COc2ccc(C)c(C)c2)cc1C,-4.8,-13.7,-0.4,3.6,-5.2,-2.1,24.8,16.1,7.9
O=C(NCCc1cccc(F)c1)C1CCN(S(=O)(=O)c2ccc(F)cc2)CC1,0.0,-1.9,0.6,-0.5,-2.2,-6.2,1.3,-5.7,9.8
O=C(COC(=O)Cc1ccccc1[N+](=O)[O-])NNC(=O)c1ccc([N+](=O)[O-])cc1,1.2,-10.7,1.3,3.3,-6.5,-0.3,3.5,-7.6,-12.7
CCCC(=O)Nc1sc2c(c1C#N)CCCCC2,-6.5,19.9,7.6,6.1,-0.7,-1.5,-1.4,21.1,19.9
CC1(C)Cc2c(c(=S)nc(-c3ccccc3)n2CCCN2CCOCC2)CO1,-1.8,-17.4,2.8,-2.6,1.3,18.7,-3.9,2.3,29.7
COCCN(C(=O)COC(=O)c1sccc1C)c1c(N)n(Cc2ccccc2)c(=O)[nH]c1=O,-3.9,-6.2,-1.0,0.8,-1.2,5.8,3.5,19.0,-11.6
CC(C)(C)c1cc(-c2ccccc2)n[nH]1,-0.2,-39.4,0.0,0.1,-10.0,-3.3,10.0,9.4,-5.1
CCOc1cc(CNCc2ccc(C(=O)O)cc2)ccc1OC,2.5,1.9,-1.2,5.3,10.0,17.8,-7.2,5.0,13.4
COC(=O)COc1ccccc1C(N)=O,-0.2,-6.8,-0.4,16.1,2.8,17.5,-2.5,-12.3,9.6
CCOC(=O)C1CCN(C(=O)COC(=O)CCOc2ccc(C)cc2)CC1,11.6,13.3,-1.2,2.5,2.7,7.9,-7.8,1.5,16.3
COc1ccc(S(=O)(=O)N2CCN(C/C=C/c3ccccc3)CC2)cc1NC(C)=O,-2.2,-14.6,0.1,5.2,-1.0,-1.6,1.2,-11.4,2.7
O=C(OCc1c(F)cccc1Cl)c1cc([N+](=O)[O-])ccc1N1CCOCC1,-2.8,21.6,-1.1,5.7,-3.5,3.2,-8.0,-2.7,14.3
CCN(CC(=O)Nc1ccc(OC)cc1)C(=O)C1CCN(C(=O)c2ccc(Cl)cc2)CC1,-2.1,4.0,0.7,4.4,0.8,15.4,0.2,-8.5,10.0
CC(C)(C)NC(=O)Cn1c(=O)c(=O)n(Cc2ccccc2)c2ccc(Cl)cc21,0.4,1.6,0.2,-2.2,-1.0,-1.7,2.0,-29.7,3.7
O=C(CCSc1ccc(Cl)cc1)N1CCN(S(=O)(=O)c2ccccc2)CC1,1.5,13.3,2.9,5.7,-1.6,-7.8,13.1,-1.7,-0.6
Cc1nn(CCCC(=O)Nc2ccccn2)c(C)c1[N+](=O)[O-],0.3,-0.3,-2.4,-1.1,-4.5,6.6,14.3,23.3,5.7
Cc1ccc(C)c(Nc2ncnc3nc[nH]c23)c1,-1.4,3.3,-2.6,0.0,-3.9,8.8,2.9,13.6,12.6
O=C(CN1C(=O)CCC1=O)Nc1nc(-c2ccc(Oc3ccccc3)cc2)cs1,-0.3,1.8,2.0,16.5,-3.6,-0.5,11.0,-40.7,17.9
# Going on with the list.
SMILES,M5 ag,TAAR1 antagonist,CRFR2-BP ag,TAAR1 agonist,M5 PAM,CHRM4 PAM,CHRM5 antagonist,CRFBP-R2 block,CHO-K1 Ca PAM
Cc1ccc(Nc2nc3nonc3[nH]c2=O)cc1C,5.9,20.6,-0.9,4.2,-4.6,-2.8,-1.9,15.3,5.8
COc1ccc(C(=O)NC(=S)NCc2ccccc2)cc1,-4.0,8.2,4.6,1.9,-1.5,-9.3,0.0,-15.7,12.0
Cc1ccccc1[C@@H]1C(C#N)=C(N)S[C@H]1C(=O)c1ccccc1,-7.5,22.7,3.4,2.9,-12.4,-5.8,10.3,12.2,10.9
CCCc1ccc(C(=O)NNc2cccc(C)c2)cc1,-0.2,-10.7,0.1,0.3,-13.6,-23.7,15.0,-6.2,8.8
COc1ccc(C(=O)NNC(=O)C(=O)/C=C(\O)c2ccc(C)cc2)cc1,-3.8,-6.9,1.7,2.8,-5.4,-1.4,18.9,-7.7,7.1
COc1ccc(NC(=O)Oc2ccccc2)cc1Cl,2.0,25.2,0.4,9.1,-2.5,-3.9,8.3,-2.5,14.8
C#CCOC(=O)c1ccccc1C(=O)N(CC)CC,-1.6,-7.2,-1.6,16.3,-2.5,0.9,1.6,6.8,-4.4

# Source: PubChem (several laboratories)
